NCI-60 one-dose screen, 48 h, at 10 µM unless noted. Numbers give growth in % (100 = growth as untreated, 0 = no growth, -100 = all killed).
HL-60(TB): HL-60(TB) leukemia cells. 9% of 78,000 active. AID 1794776; active means growth percent below 10
Active calls of the source: *; & = joins results of further samples; [ ] = another dose, or the depositor's remark. Not all compounds are listed. The share of hits here may be higher or lower than overall.

SMILES	HL-60(TB)
Cc1nn(-c2ccccc2)c2ncnc(N/N=C/c3ccccc3)c12	91
Cc1ccc(C2=NN(C(=O)c3ccc(S(C)(=O)=O)cc3)C(c3ccc(C)cc3)C2)cc1 (stereo not drawn)	34
CC(O)C1Cc2ccccc2C(=O)O1 (stereo not drawn)	101
C=CCC(=O)N[C@@H](Cc1ccc(-c2cc(Cl)cc(Cl)c2)cc1)[C@@H](O)[C@H](O)C(=O)O	88
O=c1c(-c2ccc3c(c2)OCO3)coc2cc(O)ccc12	107
NC(N)=N/N=C/c1ccc(-c2ccc(-c3cc(Cl)cc(Cl)c3)s2)cc1	25
O=C(CSc1nc2ccccc2[nH]1)Nc1cccc(Cl)c1	102
O=C(CCCSc1nc(-c2ccc(Cl)cc2)cc(-c2ccc(Cl)cc2)n1)NO	-25*
COC(OC)/C(=N\N(C)C)c1ccccc1	88
CCOC(=O)C1=C(C)N(c2ccc(C(C)=O)cc2)C2(O)C(Cl)=C(Cl)C(O)=C(C#N)C12C#N (stereo not drawn)	105
O=C(O)Cn1ccc2ccccc21	104
COc1ccc(-c2nc(NCC(=O)c3ccc(Br)cc3)[nH]c(=O)c2C#N)cc1	103
O=C(CCl)Nc1ccc(Cl)cc1	66
C=C(CN=[N+]=[N-])[C@@H]1CC[C@]2(C(=O)OC)CC[C@]3(C)[C@H](CC[C@@H]4[C@@]5(C)CCC(=O)C(C)(C)[C@@H]5CC[C@]43C)[C@@H]12	102
O=S(=O)(Cc1ccccc1)C(Cl)(Cl)c1ccccc1	99
CCCCCCCCCCCCCCCCCCCCCCO	100
Cc1ccc(N2CCN(CCOCCC#N)CC2)cc1	101
CCCCNC(=O)NS(=O)(=O)c1ccc(N2N=C(c3ccc(C)cc3)CCC2=O)cc1	109
Clc1ccc2nc(Cl)c3ccccc3c2c1	92
O=C1CCCc2cc(OCCCCN3CCCCC3)ccc2N1	97
O=C(O)c1ccc(-n2cc(CO)c(-c3cc(C(F)(F)F)cc(C(F)(F)F)c3)n2)cc1	64
CCOC(=O)C1=C(N)N(c2ccccc2)C2=C(C(=O)CC(C)(C)C2)C1c1ccc(F)cc1 (stereo not drawn)	104
CC(C)C(=O)N1CCCc2ccccc21	101
CCOc1ccc(/C=N/Nc2cc(C)nc3ccc(Br)cc23)cc1	53
Cc1ccc(-c2nc(C(Cl)Cl)nc3cc(C)nn23)cc1	-1.4*
COc1nnc2c3ccccc3n(Cc3ccccc3)c2n1	108
CN1CCCCC1c1cccnc1 (stereo not drawn)	107
COc1cc(-c2c3c(cn2CCN2CCCC2)-c2oncc2CC3)cc(OC)c1OC	112
CC(=O)n1cc([C@H]2CC[C@H](c3cn(C(C)=O)c4ccccc34)c3c2[nH]c2ccccc32)c2ccccc21	111
CC(C)OC(=O)Nc1ccccc1	105
CC[C@H](CC[C@@H](C)[C@H]1CC[C@H]2[C@@H]3CC=C4C[C@@H](OCCC#N)CC[C@]4(C)[C@H]3CC[C@]12C)C(C)C	99
C#Cc1cccc(NC(=O)C2CCCN(C(=O)C=C)C2)c1 (stereo not drawn)	101[8.25 µM]
CC(=O)c1ccc2oc(=O)n(Cc3ccc(C#N)cc3)c(=O)c2c1	109
CCOC(=O)c1cc(C(=O)c2cc(OC)cc(OC)c2)n2nc(-c3ccc(Cl)cc3)ccc12	83
O=C(O)COc1ccccc1	97
CCC(=O)Nc1cc2c(cc1Cl)-c1ccccc1C2	39
C[Si](C)(CI)O[Si](C)(C)CI	97
COc1cc(-c2nc(OC)c(C#N)c(N)c2C#N)cc(OC)c1OC	104
C/C(=N/N=C(/C)c1ccccc1)c1ccccc1	64
COc1ccc(/C=N/NC(=O)CSc2nc(-c3cnccn3)cc(-c3cccs3)c2C#N)cc1	94
O=C(CSc1nc2ccccc2[nH]1)c1ccccc1	102
CCOc1ncc([N+](=O)[O-])c(OCC)n1	108
Cc1ccccc1N1CCN(CCO)CC1	95
C=CCS(=O)(=O)CC=C	86
Cc1cc(N(CCCNc2ccnc3cc(Cl)ccc23)Cc2ccco2)nc(N2CCOCC2)n1	45
CCOC(=O)N1CCN(C(=S)Nc2ccccc2)CC1	87
NS(=O)(=O)c1cccc(NCCC(=O)c2ccc3ccccc3c2)c1	95
CCCCCCCCCCCCNc1ccc(Cl)cc1	29&86
CCCCCC1(C=O)NC(=O)NC1=O (stereo not drawn)	86
Cc1ncc(C(=O)Nc2ccc(CN3CCN(C)CC3)c(C(F)(F)F)c2)cc1C#Cc1cnc2cccnn12	-28*

The list goes on:
SMILES	HL-60(TB)
CCCNc1nc2ccccc2c2c(=O)c3ccc(Cl)cc3sc12	113
CC1(C=O)NC(=O)NC1=O (stereo not drawn)	87
Cc1cc(C)cc(C(=O)O)c1	102
CCOC(=O)CCC1=C(C)c2cc3cc(C)c(cc4cc(C)c(cc5nc(cc1n2)C(CCC(=O)OCC)=C5C)[nH]4)[nH]3	106
COc1cc(CNC(=O)c2cc(OC)c(OC)c(OC)c2)ccc1OCC(=O)NO	96
CC(=O)n1nc(C(=O)OCCC(C)C)c2ccccc21	108
Cc1[nH]nc(N)c1C#N	79
Oc1ccccc1CNC1CCCCC1	85
CCN(CC)c1ccc(/C=N/NC(=O)C[N+](C)(C)C)cc1	36
CCOC(=O)c1c(C)[nH]c(C(=O)O)c1C	110
O=C(NNc1nc2cc(F)ccc2n2c(CN3CC4(COC4)C3)ccc12)c1cnccn1	-30*
COC(OC)C(C)c1ccccc1 (stereo not drawn)	94
CC1(C)CC(=O)C2=C(C1)N(Cc1ccc(C(=O)O)cc1)C1=C(C(=O)CC(C)(C)C1)C2c1ccc(Br)cc1	96
O=C(c1ccccc1)c1c(/C=C/c2ccccc2)nc2ccccc2c1/C=C/c1ccccc1	105
Cc1nc(Nc2ccc(N)cc2)c2ccccc2n1	62
O=c1oc2c(cnc3ccccc32)cc1Sc1ccc(Cl)cc1	96
C[C@H](NC(=O)[C@@H]1CCCN1C(=O)CNC(=O)C(C)(C)C)C(=O)OC/C=C/c1ccccc1	111
COc1ccc(-c2nc3sccn3c2-c2ccnc(NCCCNS(=O)(=O)c3ccc(OC)cc3)n2)cc1	56
CSc1nc(Nc2ccc(S(=O)(=O)NC(C)=O)cc2)c(C#N)c(-c2cccc([N+](=O)[O-])c2)n1	110
Cc1cc(N/N=C/c2nc(-c3ccccc3)oc2C)c2cc(Cl)ccc2n1	-37*
O=C(NCCCNc1nccc(-n2ccc3cccnc32)n1)c1ccc(F)cc1	105
O=C(NNc1cnccn1)c1nc2cc(F)ccc2n2cccc12	2.5*
COC(=O)C1OC(Oc2ccc(N(CCCl)CCCl)cc2)C(OC(C)=O)C(OC(C)=O)C1OC(C)=O (stereo not drawn)	40
COc1cc(OCc2cccc(-c3ccc4c(c3)OCCO4)c2C)cc(OC)c1C=O	64
CCCCCCOC(=O)C1=C(C)NC(=O)NC1c1ccccc1F (stereo not drawn)	102
CC/C=C\CCC/C=C1/C(=O)C=C[C@@H]1C/C=C\CCCC(=O)O	11
O=C1c2ccccc2C23C(=C(Br)c4ccccc42)CCCCN13 (stereo not drawn)	87
COc1ccc(/C=C/C#N)cc1	98&102
C[C@]12CCC(=O)C=C1CC[C@@H]1[C@@H]2[C@H](O)C[C@@]2(C)[C@H]1CC[C@]2(O)C(=O)CO	94&93
O=C(Nc1cccc(C2=NCCN2)c1)c1ccc(C(=O)Nc2cccc(C3=NCCN3)c2)c([N+](=O)[O-])c1	85
COc1cc(C2=NN(C(C)=O)C(c3c(C)nn(-c4ccccc4)c3N3CCOCC3)C2)cc(OC)c1OC (stereo not drawn)	104
COc1ccc(C(C#N)N2CCCCC2)cc1 (stereo not drawn)	97
NCC1C2CCC(O2)C1CO (stereo not drawn)	98
COc1ccc(C2CN=NC2C(=O)c2ccccc2)cc1 (stereo not drawn)	100
O=c1[nH]nc(-c2ccc(Cl)cc2)cc1Cc1ccccc1	77
O=C(Nc1nc(-c2ccccc2Cl)cs1)c1cc(-c2ccc(Br)cc2)nc2ccccc12	37
CC(=O)OCC(=O)[C@@]1(O)[C@@H](C)CC2C3CCC4=CC(=O)C=C[C@]4(C)[C@@]3(F)[C@@H](O)C[C@@]21C (stereo partly drawn)	94
CCC(CC)C(=O)OC1CCCCC1C (stereo not drawn)	107
C=CCn1c(SCC(=O)Nc2ccc(C(=O)/C=C/c3ccccc3)cc2)nnc1-c1ccc(OC)cc1	92
COc1ccc(-c2n[nH]c(Cn3nnnc3-c3ccccc3)n2)cc1	90

Filtered by structure: the entries above with a thiophene ring, fused or not (two)
SMILES	HL-60(TB)
NC(N)=N/N=C/c1ccc(-c2ccc(-c3cc(Cl)cc(Cl)c3)s2)cc1	25
COc1ccc(/C=N/NC(=O)CSc2nc(-c3cnccn3)cc(-c3cccs3)c2C#N)cc1	94

(continued)
SMILES	HL-60(TB)
NC(CSCc1ccc(N(CCCl)CCCl)cc1)C(=O)O (stereo not drawn)	92
O=C1NC2C3CC(c4ccccc43)C12 (stereo not drawn)	104
O=C(Nc1cccc2[nH]c(C(F)(F)F)nc12)c1ccc(Br)cc1F	22
Cc1ccc(S(=O)(=O)NCC[C@@H]2C[C@H]2c2ccc3ccccc3c2)cc1	94
O=C(c1cc2n(n1)CC(c1ccccc1)N2)N1CCOCC1 (stereo not drawn)	90
O=C(CCn1c[n+](CC(=O)c2ccc(F)cc2F)c2ccccc21)Nc1cccc2cccnc12	108
COc1nc2c(c(=O)[nH]1)C(c1ccc(Oc3ccnc4cc(Cl)ccc34)c(OC)c1)C=C(c1ccc(Cl)cc1)N2 (stereo not drawn)	98
O=CNc1ccc2c3c(cccc13)-c1ccccc1-2	20
CN1CCN(c2ccc(-c3cc4c(Nc5ccc(F)c(Cl)c5)ncnn4c3)cn2)CC1	73
O=C(O)c1ccccc1N=Nc1ccc(O)cc1	96
CC1CN(C(C)C)C(=S)NC1=O (stereo not drawn)	85
CCOc1cccc(-c2nc(N)nc(Nc3ccccc3SCSc3ccccc3Nc3nc(N)nc(-c4cccc(OCC)c4)n3)n2)c1	106
SCCNCc1ccco1	90
CCOC(=O)c1c(C)oc2ncnc(Nc3ccc(C(=O)NCCc4ccccc4)cc3)c12	88
CCOCCOCCN1CNc2nc(N)[nH]c(=O)c2C1	86
C#CCOc1ccc(C2=NN(CC(C)C)C3N=C(Cl)c4ncn(CC(C)C)c4N23)cc1OCC#C (stereo not drawn)	100
COc1ccc(/C=C/C(=O)c2ccc(OC)c(S(N)(=O)=O)c2)cc1	64
N#CC1=C(N)Oc2cc3ccccc3cc2C1c1ccccc1 (stereo not drawn)	101
Cc1nnc(Nc2nc(O)c(C3=c4cc(OC(F)(F)F)ccc4=NC3=O)s2)s1	112
O=C(Nc1cc(F)cc2cccnc12)c1cnc(N2CCOCC2)cn1	37
Oc1ccc(CCC2CCCC(CCc3ccc(OCCF)cc3)N2)cc1 (stereo not drawn)	82
COc1cc(NC(N)=NCCC(C)(C)c2ccc(C(F)(F)F)cc2)ncc1C#N	-35*
COc1ccc(CSc2nc3ccc(C)cc3c(=O)n2-c2ccc(OC)cc2)cc1	104
CC1(C)CC(N2CCN(CCO)CC2)=CC(=S)N1	51
CC(C)(C)n1nnnc1C(Nc1cccc2c1OCO2)c1cc2cccc3ccc4cccc1c4c32 (stereo not drawn)	85
O=C(Cc1cccc([N+](=O)[O-])c1)Nc1ccc(S(=O)(=O)F)cc1	97
COc1cc(CNC(=O)/C=C/c2ccc3c(c2)OCO3)ccc1OCc1cn(-c2ccc(Cl)c(Cl)c2)nn1	81
CSc1nnc(-c2cnn3c2NC(c2ccccc2)C3)n1-c1cccc(F)c1 (stereo not drawn)	99
C/C(=N/O)c1ccc(N2C(=O)c3c(Br)c(Br)c(Br)c(Br)c3C2=O)cc1	98
CCOC(=O)/C(=C/c1ccc(OC)cc1)P(=O)(OCC)OCC	89
O=C1CCCCC1CCc1ccncc1 (stereo not drawn)	74
COc1ccc(/C=C/C(=O)c2cc(OC)c(OC)c(OC)c2)cc1OCC(=O)Nc1nc2ccc(OC(F)(F)F)cc2s1	6.6*
CC1(C)CC(=O)C(/C=N/C(N)=S)=C(O)C1	104
CCOC(=O)CC(C)C(F)(F)F (stereo not drawn)	99
N#CC(C#N)=C(N)c1nnn2c1nc(N)c1ccccc12	99
COc1ccc2c(c1)NC(=O)CN2c1nc(NC2CC2)nc2ccccc12	-5.5*
C/C(=C(/c1ccc(Cl)cc1)c1ccc(OCCCN(C)C)cc1)c1ccccc1	77
Cc1ccc(-c2c(C#N)c(N)n(-c3cc(C)ccn3)c(=O)c2C#N)cc1	102
CCOC(=O)c1ccccc1NC(=O)C(C)N1CCOCC1 (stereo not drawn)	98
Cc1nc(C)c(CSC2N=C(c3ccc([N+](=O)[O-])cc3)c3cnn(-c4ccccc4)c3N2)nc1C (stereo not drawn)	108

By substructure: the entries above with a cyano group (15)
SMILES	HL-60(TB)
CCOC(=O)C1=C(C)N(c2ccc(C(C)=O)cc2)C2(O)C(Cl)=C(Cl)C(O)=C(C#N)C12C#N (stereo not drawn)	105
COc1ccc(-c2nc(NCC(=O)c3ccc(Br)cc3)[nH]c(=O)c2C#N)cc1	103
Cc1ccc(N2CCN(CCOCCC#N)CC2)cc1	101
CC[C@H](CC[C@@H](C)[C@H]1CC[C@H]2[C@@H]3CC=C4C[C@@H](OCCC#N)CC[C@]4(C)[C@H]3CC[C@]12C)C(C)C	99
CC(=O)c1ccc2oc(=O)n(Cc3ccc(C#N)cc3)c(=O)c2c1	109
COc1cc(-c2nc(OC)c(C#N)c(N)c2C#N)cc(OC)c1OC	104
COc1ccc(/C=N/NC(=O)CSc2nc(-c3cnccn3)cc(-c3cccs3)c2C#N)cc1	94
Cc1[nH]nc(N)c1C#N	79
CSc1nc(Nc2ccc(S(=O)(=O)NC(C)=O)cc2)c(C#N)c(-c2cccc([N+](=O)[O-])c2)n1	110
COc1ccc(/C=C/C#N)cc1	98&102
COc1ccc(C(C#N)N2CCCCC2)cc1 (stereo not drawn)	97
N#CC1=C(N)Oc2cc3ccccc3cc2C1c1ccccc1 (stereo not drawn)	101
COc1cc(NC(N)=NCCC(C)(C)c2ccc(C(F)(F)F)cc2)ncc1C#N	-35*
N#CC(C#N)=C(N)c1nnn2c1nc(N)c1ccccc12	99
Cc1ccc(-c2c(C#N)c(N)n(-c3cc(C)ccn3)c(=O)c2C#N)cc1	102

Bioassay records as filed in PubChem BioAssay.
